Compound activity as filed in PubChem.
Hsp90 Hop PPI: changes Hsp90-Hop TPR2A binding signal, up or down; Potency, µM (series often up to 57 µM), for the others: at the top dose activity change, negative = inhibition; hit rate 0.44% among 71,000; AlphaScreen TPR2A-His6 binding biotin-Hsp90 C-terminal peptide; active = well fitted curve in either direction with a large enough effect; inconclusive = small, poorly fitted or top-dose-only effect, or another doubt; note: potency is the fitted concentration of half-maximal effect; % is set by controls: 0 for no effect and ±100 for the full control effect; many of its hits are not listed in these tables
Pol III holo inh: DNA polymerase III holoenzyme inhibition; reconstituted DNA polymerase III holoenzyme replication, biochemical; Potency, µM (top dose mostly 57.1 µM), without a hit: at the highest dose activity change, negative = inhibition; hit rate 0.25% among 71,000; AID 603; note: potency is the fitted concentration of half-maximal effect; % is set by controls: 0 for no effect and ±100 for the full control effect
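Reconstituted *E. coli* holoenzyme (0.35 nM Pol III, 1 nM beta, 154 nM SSB, 2 nM primase) was preincubated with compound for 15 min at RT. Synthesis on 1.4 nM ssM13Gori ran 35 min, then was stopped with PicoGreen/EDTA and read as dsDNA fluorescence.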
UbGFP stabilizer: ubiquitin-GFP accumulation via proteasome inhibition; AID 526; Ubiquitin-GFP reporter cells, proteasome inhibition, GFP fluorescence; response scale: untreated = 0%, 10 µM MG-132 = 100%; Potency, µM (highest dose often 45.9 µM), for inactives: at the top dose activation (GFP accumulation), actives largely listed as activators; 67,000 tested, under 10 active; active = well fitted activation curve with a large enough effect, not every such curve was filed as active; inconclusive = small, poorly fitted or top-dose-only effect, or another doubt; inactive = no such curve, though single readings can be large or run the other way; note: potency is the fitted concentration of half-maximal effect
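Proteasome blockade was scored as a rise in GFP-expressing U2OS cells carrying a ubiquitin(G76V)-GFP construct, imaged after 4 hr compound treatment at 37 °C across a 46 uM–2.9 nM series.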
Luciferase inh: firefly luciferase inhibition | P08659 | purified firefly luciferase, luminescence, 8 min | Potency, µM (top dose mostly 57.1 µM), for inactives: at the top dose activity change, negative = inhibition, usual class: inhibitors | hit rate 2.2% among 72,000 | AID 411; note: potency is the fitted concentration of half-maximal effect; % is set by controls: 0 for no effect and ±100 for the full control effect; nearly all actives have a fitted effect of over 40% in size
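Substrate buffer containing 10 uM ATP (pH 7.2 imidazole, Mg2+, KCl, detergent, BSA) is dispensed, compound pinned in, then luciferase/luciferin detector mix added. After 8 min at ambient temperature, light output is measured.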
ALOX15 inhib: blocks human 15-lipoxygenase activity | P16050 | purified 15hLO-1, xylenol orange hydroperoxide absorbance | Potency, µM (highest dose often 57.1 µM), for inactives: at the top dose activity change, negative = inhibition, actives largely listed as inhibitors | hit rate 1.4% among 74,000 | AID 887; note: potency is the fitted concentration of half-maximal effect; % is set by controls: 0 for no effect and ±100 for the full control effect; nearly all actives have a fitted effect of over 55% in size
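Purified human 15hLO-1 (40 nM final) in 25 mM Hepes pH 7.5, 0.01% Triton X-100 was preincubated with compound 15 min at room temperature, then reacted 6 min with 50 uM arachidonic acid; hydroperoxide detected by Fe-XO, 573/405 nm absorbance ratio.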
HADH2 inhib: HADH2 (human) dehydrogenase inhibition | Q99714 | Potency, µM (titrated, usually from 57.1 µM), without a hit: top-dose activity change, negative = inhibition, hits mostly inhibitors | recombinant HADH2, NADH fluorescence, beta-hydroxybutyryl-CoA | hit rate 3.4% among 73,000 | AID 886; note: potency is the fitted concentration of half-maximal effect; % is set by controls: 0 for no effect and ±100 for the full control effect; nearly all actives have a fitted effect of over 60% in size; many of its hits are not listed in these tables
Target sequence (Q99714 whole entry, looked up, one chain of several): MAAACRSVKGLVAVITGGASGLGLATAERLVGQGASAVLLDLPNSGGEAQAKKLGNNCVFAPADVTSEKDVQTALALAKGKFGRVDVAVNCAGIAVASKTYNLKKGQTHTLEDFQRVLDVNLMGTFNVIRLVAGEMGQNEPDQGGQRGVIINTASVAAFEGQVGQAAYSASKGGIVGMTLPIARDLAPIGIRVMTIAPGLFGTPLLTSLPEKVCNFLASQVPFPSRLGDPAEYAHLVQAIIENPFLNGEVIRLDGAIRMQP
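NADH fluorescence (ex 360/em 450 nm) read every 30 s for 4 min; activity taken as last-minus-first time point difference. Enzyme 20 nM, NAD+ 1 mM, beta-hydroxybutyryl-CoA 90 uM, pH 9.0 Tris buffer.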
CRE-bla Fsk: alters forskolin-stimulated CRE reporter signaling in CHO cells; CHO CRE-bla reporter (cAMP response element driving beta-lactamase), forskolin EC10, beta-lactamase ratio; Potency, µM (series often up to 38.2 µM), for inactives: at the top dose activity change, negative = inhibition, hits mostly activators; hit rate 2.5% among 71,000; active = well fitted activation curve with a large enough effect in the signal ratio, with a control signal flat, not every such curve was filed as active; inconclusive = small, poorly fitted or top-dose-only effect, or effect the other way, or a change in a side signal; the % refers to the signal ratio; note: potency is the fitted concentration of half-maximal effect; % of control where 0% means no effect
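Modulation of forskolin signalling: compounds in titration series added with EC10 NKH 477 to CHO cells carrying a CRE-driven beta-lactamase reporter, 3 h, 37C. CCF4 FRET ratio (460/530 nm, ex 405 nm) gives %activity and AC50.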
HBB splice mod: alters splicing of the hemoglobin beta chain | HBB splicing reporter cell assay, activation; EGFP reporter with mutant IVS2-654 intron; response scale: normalised to 500 nM splice-correcting PNA | Potency, µM (top dose mostly 46.1 µM), for inactives: at the top dose activation, usual class: activators | hit rate 0.06% among 65,000 | AID 925; note: potency is the fitted concentration of half-maximal effect; 0% is about no effect
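HeLa cells stably expressing EGFP interrupted by mutant beta-globin intron 2 (IVS2-654), 500/well in 2% FCS. Treated with compound for 2 days at 37C. Splicing correction scored as total well GFP intensity (488 nm excitation, 500-520 nm emission); 500 nM antisense PNA served as control.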
Tau fil binding: tau filament binding | hit rate 2% among 71,000 | Potency, µM (highest dose often 57.1 µM), for inactives: at the top dose activity change, negative = inhibition | P10636 | recombinant tau filaments, thioflavin S fluorescence, 15 h; filaments grown with octadecylsulfate alongside compound;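 note: potency is the fitted concentration of half-maximal effect; % is set by controls: 0 for no effect and ±100 for the full control effect; actives lower thioflavin S fluorescence by blocking filaments or displacing dye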
Target sequence (P10636 whole entry, looked up): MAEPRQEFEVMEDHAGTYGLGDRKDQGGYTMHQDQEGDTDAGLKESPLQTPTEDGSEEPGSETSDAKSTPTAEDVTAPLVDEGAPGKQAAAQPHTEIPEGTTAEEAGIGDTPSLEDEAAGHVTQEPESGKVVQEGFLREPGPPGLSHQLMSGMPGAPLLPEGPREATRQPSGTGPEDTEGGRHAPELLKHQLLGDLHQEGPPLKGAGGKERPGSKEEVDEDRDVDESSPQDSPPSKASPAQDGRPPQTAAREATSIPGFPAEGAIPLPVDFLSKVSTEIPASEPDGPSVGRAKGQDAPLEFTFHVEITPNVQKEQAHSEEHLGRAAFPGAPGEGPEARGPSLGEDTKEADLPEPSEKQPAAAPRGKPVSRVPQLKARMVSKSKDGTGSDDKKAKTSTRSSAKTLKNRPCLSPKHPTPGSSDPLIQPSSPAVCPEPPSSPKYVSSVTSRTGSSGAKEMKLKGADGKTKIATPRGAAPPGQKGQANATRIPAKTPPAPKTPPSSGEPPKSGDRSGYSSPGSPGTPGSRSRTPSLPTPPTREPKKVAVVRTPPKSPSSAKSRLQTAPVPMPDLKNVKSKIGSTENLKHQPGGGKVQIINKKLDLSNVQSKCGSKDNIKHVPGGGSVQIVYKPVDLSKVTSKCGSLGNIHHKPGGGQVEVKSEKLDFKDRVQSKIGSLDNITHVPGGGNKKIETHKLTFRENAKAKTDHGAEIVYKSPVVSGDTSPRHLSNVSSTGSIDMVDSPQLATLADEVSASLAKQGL
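Tau 2 uM in ThS buffer dispensed; compound added; 60 uM ODS added (finals 1 uM tau, 30 uM ODS); 15 h 37 C; fluor ex450/em510.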
ERK AVP block: vasopressin-driven ERK pathway inhibition; HEK293-V1b, vasopressin-stimulated pERK AlphaScreen; Potency, µM (top dose mostly 57.5 µM), without a hit: at the top dose activity, negative = inhibition, most hits filed as inhibitors; hit rate 0.99% among 72,000; AID 995; note: potency is the fitted concentration of half-maximal effect; % is set by controls: 0 for no effect and ±100 for the full control effect; nearly all actives have a fitted effect of over 55% in size
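qHTS, compounds titrated on V1b-expressing HEK293 cells. Preincubation 30 min at 37C, vasopressin 25 nM for 5 min, lysis 10 min, bead incubation 5 hr at room temperature.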
Epigenetic mod: derepresses silenced GFP locus in mouse C127i cells. mouse C127i GFP locus derepression, cytometry, 30 h. Potency, µM (series often up to 46.1 µM), without a hit: top-dose GFP derepression (activation). hit rate 0.09% among 68,000; note: % of control where 0% means no effect
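Derepression screen: silenced CMV-GFP reporter in murine C127i cells, 30 h compound incubation at 37 C, washed cells imaged by laser-scanning cytometer to enumerate GFP-expressing objects of 20 to 120 um.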
Active calls of the source: *; ? = inconclusive; . = not tested or not shown; & = joins results of further samples; [ ] = dose if it differs, or a comment. Unless noted, calls come from the whole dose curve; as a rule, active = well fitted curve in the direction sought with a large enough effect; inconclusive = small, poorly fitted or top-dose-only effect, or another doubt; inactive = no such curve, though single readings can be large; an effect the other way counts as inactive or inconclusive. These rows are one share of the data; the hit share may differ from the screen's.

canonical_smiles	Hsp90 Hop PPI	Pol III holo inh	UbGFP stabilizer	Luciferase inh	ALOX15 inhib	HADH2 inhib	CRE-bla Fsk	HBB splice mod	Tau fil binding	ERK AVP block	Epigenetic mod
O=C(CSc1ncnc2c1cnn2Cc1ccccc1)Nc1ccc2c(c1)OCCO2	-3%	2%	3%	2%	-17%	-11%	-26%	-1.7%[57.5 µM]	14%	-25%	0%
CCN(CC)COC(=S)S	0%[11 µM]	8%[11.4 µM]	4%[9.17 µM]	-1%[11.4 µM]	-11%[11.4 µM]	1.3µM*	12%[7.6 µM]	-1.8%[9.22 µM]	-4%[11.4 µM]	2%[11.5 µM]	?
C=CCn1c(N)c(C(=O)N2CCN(C)CC2)sc1=S	-4%	-3%	-1%	1%	-13%	25µM*	-3%	-0.6%	-2%	?	0%
CCN(CC)CCNC(=O)c1ccc2c(c1)ncn2C1CCCCC1	-2%	-6%	-20%	0%	13%	4%	-21%	0.6%	5%	2%	4%
O=C(Nc1nnc(-c2ccccc2Cl)o1)c1cccnc1	-6%	-2%	-2%	-1%	-7%	-12%	5%	-1.3%	?	-3%	3%
C#CCCCO/N=C1/C[C@@H](O)[C@@H](O)[C@@H]2[C@@H]3C(=O)N(C[C@@H]4CCCO4)C(=O)[C@H]3CC[C@H]12	.	.	.	-1%[11.4 µM]	-14%[11.4 µM]	?	.	1.2%[9.22 µM]	.	14%[11.5 µM]	.
COc1ccc(C(=O)N2CCCC(c3nc(-c4ccc(OC)c(OC)c4)no3)C2)c(OC)c1 (centres undefined)	0%	-2%	3%	0%	-4%	2%	?	.	11%	-8%	0%
CCCC(=O)N1CCN(c2ccc(NC(=O)c3ccccc3)cc2)CC1	?	-8%	3%	1%	-10%	-1%	0%	.	-27%	0%	-1%
Cc1ccc2ccc(S(=O)(=O)n3nc(C)cc3C)cc2c1	?	0%	-7%	3%	-27%	-1%	22%	-1.2%[9.22 µM]	20%	178%[activator]	2%
O=S(=O)(Nc1ccc(C(F)(F)F)cc1)c1cnc[nH]1	6%	-3%	10%	0%	-2%	3%	12%	-1.0%	15%	-2%	2%
COc1ccc(-c2noc(CSc3nnc(CCc4ccccc4)n3-c3ccccc3)n2)cc1OC	-6%	2%	-2%	1%	-20%	-4%	?	-2.0%	72%	?	-3%
Cc1cccc(OCCCC(=O)O)c1C	?	-6%	4%	1%	10%	-13%	-7%	-1.7%	-4%	23%	-2%
CC(C)C(=O)N1CCN(c2ccccc2NC(=O)Cc2ccc(Cl)cc2)CC1	-3%	-4%	7%	-1%	-9%	-8%	-3%	-0.1%[57.5 µM]	-4%	-1%	1%
COc1ccc(OCC(=O)Nc2ccc3c(c2)nc(CCN2CCOCC2)n3C)cc1	-3%	-4%	-5%	25µM*	-1%	-1%	3%	-2.1%	-18%	-11%	-4%
O=S(=O)(Cc1ccccc1)N1CCC(N2CCN(c3ccccc3)CC2)CC1	-8%[11 µM]	-10%[11.4 µM]	-9%[9.17 µM]	1%	3%[11.4 µM]	-26%[11.4 µM]	?	-4.4%[0.0738 µM]	159%[11.4 µM]	1%	-2%
O=C(NCCCN1CCOCC1)c1cc(-c2ccc(O)cc2)on1	-2%	-4%	4%	-2%	-1%	-22%	2%	1.1%	1%	-11%	2%
CNC(=O)[C@H](C)[C@@H]1C[C@@]1(C)[C@@H](NC(=O)OCc1ccccc1)c1ccccc1	1%	-1%	.	.	.	4%	-7%	3.4%	-14%	2%	.
C#CCOC(=O)c1ccccc1C(=O)N(CC)CC	-4%	-5%	-5%	1%	-1%	-6%	-6%	1.2%[0.369 µM]	-5%	0%	0%
O=C(CN1CCN(S(=O)(=O)c2ccc(Cl)cc2)CC1)Nc1ccc2c(c1)OCO2	-19%	-4%	-5%	4%	4%	4%	?	-2.3%	9%	25%	3%
COC(=O)CN(c1ccc(C)cc1)S(=O)(=O)c1ccc2c(c1)n(C)c(=O)c(=O)n2C	-6%	-4%	-7%	1%	-2%	?	?	-1.6%	-11%	8%	-1%
Cc1ccc(C(C(=O)NC(C)(C)C)N(C(=O)c2csnn2)c2cccc(F)c2)o1 (centres undefined)	3%	-2%	-4%	2%	-4%	6%	0%	0.4%[57.5 µM]	4%	-17%	-2%
CC(C)CCNC(=O)NC(=O)CSc1nnc2ccccn12	-11%	12%	-1%	1%	3%	-9%	-3%	0.0%[57.5 µM]	-5%	-2%	0%
CCN=C1SCC(=O)N1c1ccc(OC)cc1	0%	-1%	4%	0%	6%	8%	7%	-1.8%	-2%	-18%	-2%
O=C(NC(=O)N1CCN(c2cccc(Cl)c2)CC1)c1ccccc1	-2%	-2%	1%	0%	-4%	15%	-14%	-1.0%	85%	-7%	2%
O=C1c2ccccc2C(=O)C1(O)O	-2%	-8%	.	.	-24%	-10%	-33%	-0.8%	7%	?	.
CCn1c(CNC(=O)c2ccc3c(c2)OCO3)nnc1SCC(=O)Nc1cc(C)ccc1OC	-3%	-5%	-4%	-3%	0%	3%	-5%	-1.2%	7%	-24%	3%
Cc1ccc(S(=O)(=O)N(C)CCCC(=O)n2nc(C)cc2C)cc1	5%	-2%	-6%	2%	-4%	6%	4%	0.1%	2%	-6%	2%
CN(C)CCCCSC(=N)N	-6%&-4%	7%&1%	6%&-1%	-2%&1%	0%[25.6 µM]	?	2%&2%	0.4%	-6%&2%	2%&-2%	-1%&-1%
COc1ccc(C(=O)N2CCC3(CCN(Cc4ccccc4OC)CC3)CC2)cc1	2%	-5%	-11%	0%[11.4 µM]	7%	6%	-2%	1.0%	15%	13%	5%[9.22 µM]
Cc1nc2ccccc2c(=O)n1/N=C/c1c(O)ccc2oc3c(c12)CCCC3	-10%	-10%	-4%	1%	-11%	18%	?	-0.1%	17%	-22%	4%
CCCCS(=O)(=O)/C=C\C1C2C=CC(C2)C1S(=O)(=O)CCCC (centres undefined)	-5%	0%	-1%	6%	-3%	-3%	-4%	-0.4%	-13%	4%	-1%
CCN(CCNC(=O)C1CCN(Cc2nc(-c3ccc(Cl)cc3)oc2C)CC1)c1ccccc1	?	4%	4%	-1%	-20%	14%	?	1.9%[1.84 µM]	-20%	?	4%
COc1ccc(N(C(C)C(=O)NC2CCCCCC2)S(C)(=O)=O)cc1 (centres undefined)	-5%	8%	-3%	0%	-3%	8%	-3%	0.1%	8%	3%	3%
O=C(C1CC(c2ccc(F)cc2)=NO1)N1CCCCC1 (centres undefined)	-5%	-1%	3%	-12%	2%	2%	-7%	1.2%	0%	12%	0%
CC(=O)Nc1ccc(S(=O)(=O)NC(C(=O)O)C2=CCC=CC2)cc1 (centres undefined)	2%	-13%	4%	3%	-5%	-1%	2%	-3.6%	11%	4%	2%
CN(Cc1ccccc1)S(=O)(=O)c1ccc(NS(C)(=O)=O)cc1	-1%	-5%	-5%	1%	3%	-4%	0%	-0.3%	-4%	-23%	-3%
O=c1[nH]c(C2CCCN(S(=O)(=O)c3ccccc3)C2)nc2c1nnn2Cc1ccccc1 (centres undefined)	-5%	-8%	-5%	3%	-17%	4%	?	.	19%	?	1%
CCc1ccc(-c2cn(-c3nc(C)cc(C)n3)c(=N)o2)cc1	-9%	-5%	.	16µM*	7%	-8%	?	3.4%[0.369 µM]	89%	-7%	2%
COc1ccc(NC(=O)CSc2nc3ccccc3c(=O)n2-c2ccc3c(c2)OCO3)c(OC)c1	-3%	-18%	-3%	3%	-9%	11%	4µM*	0.7%	-3%	-15%	0%
O=c1c(-c2ccc(F)c(F)c2)nc2cncnc2n1-c1ccccc1	-4%	8%	-4%	1%[11.4 µM]	6%	-2%	?	2.5%	-6%	-25%	0%[9.22 µM]
CCCCCCCCCC(=O)N[C@@H](CN1CCOCC1)[C@@H](O)c1ccccc1	-11%	-5%	5%	1%	11%	12%	-2%	0.0%	0%	33%[activator]	-1%
Cn1c(=O)c(-c2cc(F)cc(F)c2)nc2cnc(N3CCNCC3)nc21	2%	-3%	6%	1%[11.4 µM]	2%	-5%	?	1.4%	5µM*	-7%	0%[9.22 µM]
CC1(C)NC(=O)N(CCOc2cccc(Oc3ccccc3)c2)C1=O	5%	5%	15%	0%	0%	7%	?	1.6%	0%	?	0%
